LmPK inhibitor = blocks Leishmania mexicana pyruvate kinase activity. Q27686. purified LmPK, Kinase-Glo ATP luminescence, 1 h. Potency, µM (titrated, usually from 57.5 µM), for the others: at the highest dose activity change, negative = inhibition, actives largely listed as inhibitors. 290,000 compounds, 0.37% hits. AID 1721; further: potency means the concentration at half of the fitted maximal effect
Target sequence (Q27686 whole entry, looked up): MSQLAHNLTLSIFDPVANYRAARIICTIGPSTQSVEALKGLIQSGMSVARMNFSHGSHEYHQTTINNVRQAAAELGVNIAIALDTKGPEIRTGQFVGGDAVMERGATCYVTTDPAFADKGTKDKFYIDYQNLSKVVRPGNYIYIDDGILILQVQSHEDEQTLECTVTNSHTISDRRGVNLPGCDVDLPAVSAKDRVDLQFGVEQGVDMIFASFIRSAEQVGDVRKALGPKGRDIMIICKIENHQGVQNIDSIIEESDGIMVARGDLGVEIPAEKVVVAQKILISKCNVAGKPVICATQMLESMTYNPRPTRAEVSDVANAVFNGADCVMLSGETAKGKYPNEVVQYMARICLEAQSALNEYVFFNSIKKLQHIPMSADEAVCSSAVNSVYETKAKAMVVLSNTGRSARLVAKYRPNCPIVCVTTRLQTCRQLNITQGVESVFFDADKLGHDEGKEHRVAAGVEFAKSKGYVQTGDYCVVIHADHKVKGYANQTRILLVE
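Purified LmPK (0.1 nM) converted ADP (0.1 mM) to ATP with PEP (0.5 mM) in imidazole buffer pH 7.2 with KCl and MgCl2, 1 h at room temperature. ATP was read by Kinase-Glo luminescence; data normalized to uninhibited and no-enzyme controls.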
AmpC inh no detg = AmpC beta-lactamase inhibition without detergent; P00811; AmpC nitrocefin hydrolysis, absorbance 480 nm, 0.0001% Triton; Potency, µM (doses to about 57.1 µM), without a hit: top-dose activity change, negative = inhibition, most hits filed as inhibitors; 330,000 compounds, 0.52% hits; AID 485341;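 further: potency means the concentration at half of the fitted maximal effect; plate controls were no compound for no effect and no enzyme for full effect; nearly all actives have a fitted effect of over 20% in size; some results filed as inactive show a strong effect at the top dose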
Target sequence (P00811 whole entry, looked up): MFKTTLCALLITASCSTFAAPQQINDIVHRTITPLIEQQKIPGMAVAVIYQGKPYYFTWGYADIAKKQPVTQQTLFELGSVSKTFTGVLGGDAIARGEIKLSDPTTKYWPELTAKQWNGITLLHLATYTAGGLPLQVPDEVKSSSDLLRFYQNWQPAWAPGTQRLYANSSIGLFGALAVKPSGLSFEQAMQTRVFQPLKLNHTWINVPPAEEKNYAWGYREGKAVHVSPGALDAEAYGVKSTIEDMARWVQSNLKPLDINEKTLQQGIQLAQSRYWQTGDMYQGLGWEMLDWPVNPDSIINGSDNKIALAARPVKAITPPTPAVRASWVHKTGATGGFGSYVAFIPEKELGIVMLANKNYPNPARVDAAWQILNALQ
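AmpC (5.3 nM in the dispensed reagent) in 20 mM phosphate pH 7.0 with 0.01% (detergent screen) or 0.0001% Triton X-100 was preincubated with compounds for 15 min at room temperature. Nitrocefin was then added from an 800 uM solution, and hydrolysis was followed at 480 nm.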
HCMV antiviral = human cytomegalovirus inhibition | HFF cells, HCMV-luciferase reporter, 72 h; hits give low values | activity change, negative = inhibition, % at 57.5 µM | 410,000 compounds, 4.5% hits | AID 1259415; in the data active means activity change below about -60%; inconclusive means no clear call, values can overlap the other calls; inactive means above about -39%
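After 16 h attachment at 37C, HFF cells received test compound and HCMV-luciferase (1 PFU/cell); reporter luminescence read 72 h later, data normalized against buffer-only and known inhibitor Salinomycin.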
HCV inhibitor = inhibitors of hepatitis C virus infection. Huh7.5.1 HCVcc-Cre infection, luciferase reporter, 44 h. 340,000 compounds, 3.4% hits. Potency, µM (top dose mostly 41.8 µM), for inactives: top-dose activity change, negative = inhibition, usual class: inhibitors; further: potency means the concentration at half of the fitted maximal effect
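Infectious HCV cell culture screen: compound-treated cells (1,000/well, pre-plated 4 h) are infected with HCVcc-Cre at roughly 0.5 moi and grown 44 h. Infection is quantified by luciferase signal after 15 min substrate incubation at room temperature.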
AmpC inh detg = inhibitors of E. coli AmpC beta-lactamase with detergent; 370,000 compounds, 0.041% hits; P00811; AmpC hydrolysis of nitrocefin, absorbance 480 nm, 0.01% Triton; Potency, µM (top dose mostly 114 µM), for inactives: at the top dose activity change, negative = inhibition, usual class: inhibitors;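 further: potency means the concentration at half of the fitted maximal effect; 0% = no-compound wells and -100% = no-enzyme wells; nearly all actives have a fitted effect of over 25% in size; some results filed as inactive show a strong effect at the top dose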
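20 mM phosphate pH 7.0 + 0.01% (detergent screen) or 0.0001% Triton X-100; 5.3 nM AmpC reagent; cpd preinc 15 min RT; nitrocefin (800 uM stock) to start; A480 q20 s × 4 min; Activity was normalised to no-enzyme and no-compound control wells.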
TbPYK inhibitor = T. brucei pyruvate kinase inhibition; Potency, µM (doses to about 76.8 µM), for the others: top-dose activity, negative = inhibition, actives largely listed as inhibitors; AID 624173; 410,000 compounds, 0.12% hits; TbPYK enzyme, Kinase-Glo Plus ATP luminescence, 45 min; further: potency means the concentration at half of the fitted maximal effect; nearly all actives have a fitted effect of over 50% in size
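Luminescence from Kinase-Glo Plus, added after a 45-minute room-temperature reaction, served as the end-point read-out. The enzyme and substrate were preincubated with compound before ADP (130 uM final) initiated turnover. Concentration-effect curves came from normalized qHTS data.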
AMA1 RON2 block = inhibitors of Plasmodium falciparum AMA1-RON2 interaction; AlphaScreen AMA1-biotinylated RON2 peptide binding; 360,000 compounds, 0.2% hits; AID 720542; Potency, µM (top dose mostly 58.2 µM), for the others: top-dose activity change, negative = inhibition, actives largely listed as inhibitors;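 further: potency means the concentration at half of the fitted maximal effect; 0% = vehicle wells and -100% = peptide control; nearly all actives have a fitted effect of over 45% in size; some results filed as inactive show a strong effect at the top dose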
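AMA1 (3D7) with his tag at 25 nM final met compounds first, then biotinylated RON2 peptide at 25 nM; detection used donor plus acceptor beads, 10 µg/mL apiece, read by AlphaScreen after 30 min at room temperature.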
Active calls of the source: *; ? = inconclusive; . = no result given; & = joins results of further samples; [ ] = another dose, or the depositor's remark. Unless noted, the call rests on the fitted dose curve; in most records, active means well fitted curve in the direction sought with a large enough effect; inconclusive means small, poorly fitted or top-dose-only effect, or another doubt; inactive means no such curve, though single readings can be large; an effect the other way counts as inactive or inconclusive. Unless noted, on the % scale 0 is the no-effect control and ±100 the full control effect. Random draw from the library. Share with any hit: about 7.5%.

SMILES	LmPK inhibitor	AmpC inh no detg	HCMV antiviral	HCV inhibitor	AmpC inh detg	TbPYK inhibitor	AMA1 RON2 block
O=C(NCc1ccncc1)c1cc(S(=O)(=O)N2CCOCC2)c(Cl)cc1Cl	.	10%	-33	-18%	?	0%	8%
O=[N+]([O-])c1ccc(N2CCN(c3ccccn3)CC2)c(Cl)c1	-1%	-17%	18	-27%	-13%	-3%	?
CCOc1ccc2nc(SCC(=O)c3cccs3)sc2c1	-1%	-28%	61	-7%	-5%	-5%	99%[activator]
CCc1ccccc1NC(=O)CNC(=O)c1ccc(OCc2cn3ccccc3n2)cc1	.	0%	-7	-5%	.	9%	-12%
CCN1CCN(CCCNC(=O)CCC(=O)N2CC(C)Oc3ccc(C)cc32)CC1 (stereo not drawn)	-6%	-7%	34	12%	-14%	-2%	0%
Cc1ccc(Nc2nnc(SCC(=O)Nc3cccc(S(=O)(=O)N4CCCCC4)c3)s2)cc1	-2%	-19%	?	?	2%	-12%	30%[activator]
O=c1c([N+](=O)[O-])cccn1Cc1ccccc1Cl	-3%	-29%	-25	1%	-9%	0%	-11%
COc1ccc2[nH]cc(C(=O)N3CCCCC3)c(=O)c2c1	-1%	-21%	71	5%	?	-3%	4%
CC1CCN(C(=O)Cn2cnc3c(cnn3C(C)(C)C)c2=O)CC1	9%	4%	11	?	-13%	4%	2%
Cc1nc2ccccn2c1C(=O)NCCCN1CCOCC1	-5%	-14%	-4	9%	0%	4%	13%
COc1ccc(NC(=O)CN(C)S(=O)(=O)c2ccc3c(c2)OCCO3)c2ncccc12	-4%	7%	-7	?	?	1%	-9%
CC(C)=NNc1nc(-c2ccccc2)cs1	2%	-3%	45	2%	-12%	-5%	22%
CSc1n[nH]c(NCc2ccccc2)n1	-4%	-4%	32	3%	?	-5%	9%
CC(C)CN(C(=O)c1cccc(S(=O)(=O)N2CCN(Cc3ccccc3)CC2)c1)C1CCS(=O)(=O)C1 (stereo not drawn)	.	181%[activator]	-4	0%	-10%	5%	54%[activator]
Cc1ccc(C(=O)N2CCCC(Nc3ccc(C(C)C)cc3)C2)cn1 (stereo not drawn)	-1%	49%	6	4%	-3%	-2%	3%
O=C(Nc1ccc(S(=O)(=O)N2CCCCC2c2cccnc2)cc1)c1ccccc1F (stereo not drawn)	6%	29%	-16	-9%	?	-4%	-8%
CCOC(=O)c1ccccc1NC(=O)c1c(O)[nH]c(=S)[nH]c1=O	.	.	-15	9%	.	-5%	3%
CC1CCCC(C)N1CCCNC(=O)Cn1cc2c(n1)CCCC2 (stereo not drawn)	3%	15%	0	14%	?	-2%	9%
Nc1cc(=O)[nH]c2ncnn12	.	.	14	4%	.	-11%	15%
C[C@H]1COC(=O)CCC/C=C\C[C@H](CC(=O)N(CCO)Cc2ccccc2)C(=O)N1	.	-9%	14	-12%	.	7%	-1%

Some values from above.
Nc1cc(=O)[nH]c2ncnn12 in HCMV antiviral → 14
O=C(NCc1ccncc1)c1cc(S(=O)(=O)N2CCOCC2)c(Cl)cc1Cl in HCMV antiviral → -33
COc1ccc2[nH]cc(C(=O)N3CCCCC3)c(=O)c2c1 in HCMV antiviral → 71
Cc1ccc(C(=O)N2CCCC(Nc3ccc(C(C)C)cc3)C2)cn1 (stereo not drawn) in LmPK inhibitor → -1%
CC1CCN(C(=O)Cn2cnc3c(cnn3C(C)(C)C)c2=O)CC1 in AMA1 RON2 block → 2%

Entries of single compounds, looked up by structure.
Cc1nc2ccccn2c1C(=O)NCCCN1CCOCC1 reads LmPK inhibitor = -5%; AmpC inh no detg = -14%; HCMV antiviral = -4; HCV inhibitor = 9%; AmpC inh detg = 0%; TbPYK inhibitor = 4%; AMA1 RON2 block = 13%
O=[N+]([O-])c1ccc(N2CCN(c3ccccn3)CC2)c(Cl)c1 reads LmPK inhibitor = -1%; AmpC inh no detg = -17%; HCMV antiviral = 18; HCV inhibitor = -27%; AmpC inh detg = -13%; TbPYK inhibitor = -3%; AMA1 RON2 block = ?

Returning to the listing with the seven entries that preceded the break.
SMILES	LmPK inhibitor	AmpC inh no detg	HCMV antiviral	HCV inhibitor	AmpC inh detg	TbPYK inhibitor	AMA1 RON2 block
CC(C)CN(C(=O)c1cccc(S(=O)(=O)N2CCN(Cc3ccccc3)CC2)c1)C1CCS(=O)(=O)C1 (stereo not drawn)	.	181%[activator]	-4	0%	-10%	5%	54%[activator]
Cc1ccc(C(=O)N2CCCC(Nc3ccc(C(C)C)cc3)C2)cn1 (stereo not drawn)	-1%	49%	6	4%	-3%	-2%	3%
O=C(Nc1ccc(S(=O)(=O)N2CCCCC2c2cccnc2)cc1)c1ccccc1F (stereo not drawn)	6%	29%	-16	-9%	?	-4%	-8%
CCOC(=O)c1ccccc1NC(=O)c1c(O)[nH]c(=S)[nH]c1=O	.	.	-15	9%	.	-5%	3%
CC1CCCC(C)N1CCCNC(=O)Cn1cc2c(n1)CCCC2 (stereo not drawn)	3%	15%	0	14%	?	-2%	9%
Nc1cc(=O)[nH]c2ncnn12	.	.	14	4%	.	-11%	15%
C[C@H]1COC(=O)CCC/C=C\C[C@H](CC(=O)N(CCO)Cc2ccccc2)C(=O)N1	.	-9%	14	-12%	.	7%	-1%
Cc1cccc(/C=C/C(=O)c2ccc(NC3=NCCCS3)cc2)c1	-6%	-28%	-98*	11µM*	-1%	-7%	-22%
Cc1ccc(Nc2sc(C(=O)c3ccccc3)c(N)c2S(=O)(=O)c2ccccc2)cc1Cl	.	.	16	.	17%	2%	.
Cc1ccc(C)c(SCC(=O)OCC(=O)N2CC(C)OC(C)C2)c1 (stereo not drawn)	5%	-8%[11.4 µM]	4	6%	?	-1%	10%
COc1ccc(C(=O)NC(=O)N2CCCCC2)cc1	-3%	-24%	39	3%	2%	2%	8%
O=C(O)[C@@H]1CCCN(S(=O)(=O)c2cccc3cccnc23)C1	.	-8%	10	2%	3%	1%	2%
COC(=O)c1sccc1NC(=O)Nc1cccc(C)c1C	-2%	-24%	-34	16%	1%	-3%	-8%
CC(C)C(=O)N1CCN(c2nc(-c3ccc(Cl)cc3)cs2)CC1	-1%	19%	-70*	?	-1%	-4%	-8%
Cc1ccc(NC(=O)C(=O)NCC(c2cccnc2)N2CCc3ccccc3C2)cc1 (stereo not drawn)	.	.	-5	.	-3%	1%	.
O=C1CC(SC(=NCc2ccc3c(c2)OCO3)Nc2ccccc2)C(=O)N1c1ccccc1 (stereo not drawn)	9%	-40%	11	-3%	-10%	8%	24%
C#CCn1c(-c2ccccc2)ccc(C#N)c1=O	2%	-24%	?	1%	-6%	-1%	8%
Cn1c(=O)n(CC(=O)NCc2cccnc2)c2ccccc21	-1%	-39%	-13	16%&17%	?	-5%	0%
CCc1c(C)nc(SCc2nc(-c3ccccc3)no2)[nH]c1=O	.	.	-37	.	16%	-10%	.
O=c1cc[nH]c2c1ccc1cccnc12	.	-11%	134	22%	?	-1%	102%[activator]
CC(=O)c1c(O)cc(O)cc1CC(=O)O	4%	-7%	-10	0.89µM*	7%	-8%	8%
CC(C)(C)c1ccc(-c2nc(C#N)c(NCc3ccncc3)o2)cc1	2%	13%	30	-28%	-12%	1%	-11%
Cc1ccc(C(=O)N/C(=C\c2ccc(F)cc2)C(=O)NCCN2CCOCC2)cc1	-1%	3%	-21	10%	2%	9%	-27%
CC(C)(C)NC(=O)CSc1ncccc1-c1nc2ccccc2[nH]1	3%	-17%	-32	4%	?	-2%	6%
CCCCc1ccc(NC(=O)N[C@H](C(=O)O)C(C)C)cc1	3%	-19%	?	15%	-14%	7%	2%
Cc1ccccc1NC(=O)c1ccccc1O	-6%	-17%	?	-2%	0%	2%	-1%
CCOc1ccc(CN(C)C(=O)CCc2ccc(S(=O)(=O)N3CCCCCC3)cc2)cc1	.	66%[activator]	-60*	4µM*	?	6%	14%
O=C(c1ccc(S(=O)(=O)NCc2ccco2)cc1)N1CCCC1	0%	-2%	-8	-1%	3%	-2%	3%
Cc1cc(C)c2cc(CN(CCO)Cc3nnnn3Cc3ccc(F)cc3)c(=O)[nH]c2c1	2%	61%[activator]	-6	-10%	?	-6%	7%
O=C(COC(=O)c1ccc2ncsc2c1)NCc1cccc(Cl)c1	.	-20%	?	-9%	0%	1%	21%
O=C(CSc1nc2cc(S(=O)(=O)N3CCOCC3)ccc2o1)Nc1c(F)cccc1F	-1%	-42%	34	-2%	-6%	-8%	3%
COc1ccc(N(CC(=O)Nc2ccc3c(c2)OCO3)S(=O)(=O)c2ccc(C)cc2)cc1OC	3%	-2%	-25	7%	0%	2%	11%
Cn1c(=O)c2c(nc(SCC(=O)NCc3ccco3)n2C)n(C)c1=O	-14%	-3%	15	5%	-2%	4%	0%
O=C(O)c1cccc(NS(=O)(=O)c2ccc3nnn(O)c3c2)c1	4%	2%	0	5%	-5%	-4%	-3%
CC(=O)Nc1ccc(/C(C)=N/NC(=O)c2ccncc2)cc1	4%	-10%	?	-7%	5%	7%	21%
COc1ccc(-c2cc(C(=O)N3CCCC(C(F)(F)F)C3)c3ccccc3n2)cc1OC (stereo not drawn)	.	218%[activator]	-5	?	-3%	-4%	9%
CCCC(=O)c1c[nH]c(C(=O)NCCCN2CCOCC2)c1	0%	-5%	-16	-3%	4%	-3%	10%
CN(CC(=O)Nc1ccc(C#N)cc1)Cc1ccc(Cl)cc1	3%	-30%	-11	-19%	?	3%	2%
CC1(C)CC(=O)C2=C(C1)OC(=O)C2(NC(=O)c1cccs1)C(F)(F)F (stereo not drawn)	3%	-7%	5	12%&14%	-11%	1%	-18%
Cc1ccc2cccc(S(=O)(=O)Nc3ccc4c(c3)OCO4)c2n1	7%	-30%	9	?	-13%	2%	-11%
COc1ccc2nc(C)cc(SCC(=O)N/N=C/c3ccco3)c2c1	5%	-7%	-26	-27%	2%	12%	9%
COc1ccc2nc(N3C(=O)/C(=C/c4ccccc4)NC3=S)sc2c1	-2%	?	-20	?	?	3%	50%[activator]
C=CCNC(=O)c1ccccc1CCc1ccccc1	1%	2%	-39	4%	-3%	?	9%
CSc1nnc2n(Cc3ccccc3)c(=O)c3c4c(sc3n12)COC(C(C)C)C4 (stereo not drawn)	6%	-25%	.	.	0%	.	.
COc1ccc(N2CCN(C(=O)/C(C#N)=C/c3ccccc3)CC2)cc1	-3%	-20%[2.29 µM]	6	15%	0%	-7%	-4%
Cc1ccc(N2C(=S)N=C(Nc3ccccc3C)C23CCOC(C)(C)C3)cc1 (stereo not drawn)	6%	-16%	-33	11%	0%	8%	34%[activator]
